Screening results: PubChem, PCMD
FXIIa inh: human FXIIa protease inhibitors, primary screen, biochemical, single well; Coagulation factor XII (Homo sapiens), P00748; purified human FXIIa, AMC substrate fluorescence, 2 h; inhibition, % at 10 µM; 0.2% of 33,000 active; in the data active = inhibition above about 30%;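 note: 0% = enzyme with vehicle only and 100% = no enzyme blank; many of its hits are not listed in these tables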
FXIa inh: human FXIa protease inhibitors, primary screen, biochemical, single compound per well. Coagulation factor XI (Homo sapiens), P03951. purified human FXIa, fluorogenic AMC substrate cleavage. inhibition, % at 10 µM. 0.3% of 33,000 active;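 active = inhibition above 40% in the primary screen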;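 note: 0% = enzyme without compound and 100% = blank wells lacking enzyme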
Target sequence (P03951 19-387 limits assumed): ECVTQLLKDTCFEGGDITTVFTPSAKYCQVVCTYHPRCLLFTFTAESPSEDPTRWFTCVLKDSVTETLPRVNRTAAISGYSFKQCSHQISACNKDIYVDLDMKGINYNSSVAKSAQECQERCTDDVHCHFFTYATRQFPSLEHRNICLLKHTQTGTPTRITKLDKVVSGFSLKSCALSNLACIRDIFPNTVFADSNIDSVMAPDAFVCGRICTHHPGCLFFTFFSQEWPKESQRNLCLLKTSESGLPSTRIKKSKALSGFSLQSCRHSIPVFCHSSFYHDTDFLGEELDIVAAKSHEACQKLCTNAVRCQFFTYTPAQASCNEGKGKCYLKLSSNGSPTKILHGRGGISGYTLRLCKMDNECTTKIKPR
Target sequence (P03951 388-625 limits assumed): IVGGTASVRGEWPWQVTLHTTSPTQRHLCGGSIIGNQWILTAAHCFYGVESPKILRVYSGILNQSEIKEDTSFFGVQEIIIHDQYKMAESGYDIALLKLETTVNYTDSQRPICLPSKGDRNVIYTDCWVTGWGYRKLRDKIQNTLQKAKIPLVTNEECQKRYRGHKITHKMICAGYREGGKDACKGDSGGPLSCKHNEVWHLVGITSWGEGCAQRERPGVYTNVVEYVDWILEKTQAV
The depositor's hits bear a star.

SMILES | FXIIa inh | FXIa inh
CCCCN1C(=O)CC(Nc2ccc(CC)cc2)C1=O (stereo not given) | 2 | 1
O=C(NNC1=NCCC1)c1cccc(Br)c1 | 2 | -14
CC(C)c1[nH]c(=O)c(C#N)c2c1COC(C)(C)C2 | -12 | 35
Cc1ccc2nc(N/N=C\c3ccc([N+](=O)[O-])o3)nc(-c3ccccc3)c2c1 | 5 | -2
O=C(Cn1cccc1C(=O)c1ccccc1)NCCN1CCCCCC1 | 6 | -4
N#Cc1c2c(c[nH]c1=O)CCN2Cc1ccccc1 | 6 | -2
CCOC(=O)Cn1c(=O)oc2cc(S(=O)(=O)Nc3cc(Cl)ccc3OC)ccc21 | 5 | 9
COc1cccc(C(=O)COC(=O)C(C)N2C(=O)C3C4C=CC(C4)C3C2=O)c1 (stereo not given) | -2 | -3
COc1ccc(-c2cn3c(C)c(C(=O)Nc4cc(NC(C)=O)ccc4OC)sc3n2)cc1 | 3 | 4
CCn1c(SCC(=O)OC2CCCCC2)nnc1-c1ccncc1 | 11 | 2
C=CCOC(=O)C1=C(C)NC(SCC)=C(C#N)C1c1ccc(Cl)cc1 (stereo not given) | 6 | -8
CCC(C)(C)n1nnnc1CN1CCN(c2nc3ccc(C)cc3cc2C#N)CC1 | 0 | 4
Cc1c(N=C2SCC(=O)N2c2c(C)n(C)n(-c3ccccc3)c2=O)c(=O)n(-c2ccccc2)n1C | 4 | 1
COc1c(C)cc(S(=O)(=O)N2CCCC2)c(C)c1C | 11 | 6
CCN(Cc1cc2ccccc2[nH]c1=O)C(=O)C(C)C | 12 | -1
CCCCCc1ccc(CC(=O)Nn2c(C)nc3ccccc3c2=O)cc1 | 7 | 5
CC(O)Cn1cnc2c1c(=O)n(C)c(=O)n2C (stereo not given) | 3 | 3
Nn1c(SCc2ccccc2)nnc1-c1ccccn1 | 6 | -9
COc1ccccc1N(CC(=O)N1CCCCCC1)S(C)(=O)=O | 3 | 0
COc1ccc(/C(N)=N/OC(=O)CSc2ccccc2)cc1 | 19 | 6
O=C(O)CCNC(=O)c1cncc(Br)c1 | -2 | 4
O=C(Nc1nc2ccccc2n1CCN1CCCC1)C1CCCCC1 | 5 | 10
CC1(C)CC(CC(=O)O)C(=O)O1 (stereo not given) | -10 | 13
Cc1sc2nc(C3CC3)nc(NCCNS(C)(=O)=O)c2c1C | 5 | 1
O=C(O)CSCC(=O)Nc1ccc(C2CCCCC2)cc1 | 5 | 7

Following part:
SMILES | FXIIa inh | FXIa inh
CCOC(=O)c1nc2cc3n(c(C)c-2c1C)C(C)C(CC)=C3C (stereo not given) | 2 | -5
CN(C(=O)CSc1nc(-c2ccccc2)cn1N)C(c1ccccc1)c1ccccc1 | -10 | 27
CC(=O)c1cn(CC(=O)Nc2ccccc2C)c2ccccc12 | 4 | -5
O=C(CC(c1ccccc1)c1ccccc1O)N1CCCC1 (stereo not given) | 8 | 5
O=C1c2cccnc2C(Nc2ccccc2)N1Cc1ccco1 (stereo not given) | -5 | -2
COc1ccc([N+](=O)[O-])cc1C1NN=C(c2ccccc2O)S1 (stereo not given) | 4 | 7
COc1ccc(NC(=O)c2csc(Cc3ccccc3)n2)cc1 | 15 | -6
O=C(CNC(=O)OCc1ccccc1)NCC(=O)N1CCCC1C(=O)OCc1ccccc1 (stereo not given) | 8 | 3
Cc1ccoc1C(=O)NCc1occc1C(=O)O | 7 | 1
O=C(Nc1cccc(Cl)c1)c1ccncc1 | 2 | -2
Cc1nn(Cc2ccc(Cl)cc2)c(C)c1NC(=O)c1noc2c1CCc1ccccc1-2 | 17 | 15
O=C1C2C3C=CC([C@@H]2C(=O)N1C1CCCCC1)[C@H]1C(=O)N(C2CCCCC2)C(=O)C31 (stereo not given in full) | 2 | -7
NS(=O)(=O)c1ccc(CNC(=O)NC23CC4CC(CC(C4)C2)C3)cc1 | 5 | 5
O=C(CCn1c(=O)oc2ccccc21)N1CCCCCC1 | 2 | -2
O=C(Nc1cc(C(F)(F)F)ccc1N1CCOCC1)c1cccc(F)c1 | 5 | -1
CC(=O)Nc1ccc2ccccc2c1 | -1 | 1
CCn1cc(C2=NC(C)(C)CO2)c2ccccc21 | 8 | 6
Cc1ccc(NC(=O)c2oc3ccc(S(=O)(=O)N4CCC5(CC4)OCCO5)cc3c2C)cc1C | 1 | -3
COC(=O)C1=C(C)OC(N)=C(C#N)C1c1cc(C)sc1C (stereo not given) | 2 | -3
Cc1cc(=O)oc2cc(OCC3CC(c4ccc(Cl)cc4)=NO3)ccc12 (stereo not given) | 6 | -8
COc1ccc(Cn2c(-c3ccc(OC)cc3)nc3ccccc32)cc1 | -11 | -3
c1cc2c(cc1Cn1cnnn1)OCO2 | 7 | 1
Fc1ccc(Cl)cc1/C=N/n1cnnc1SCc1ccccc1 | 10 | -2
O=C1CCC([N+](=O)[O-])C(c2ccc(Cl)cc2Cl)N1 (stereo not given) | 10 | 1
COc1cccc(Nc2nc(-c3ccc4c(c3)OCCO4)cs2)c1 | 7 | 3

Following part:
SMILES | FXIIa inh | FXIa inh
C=CCn1c(-c2ccc3[nH]c(C)c(C)c3c2)n[nH]c1=S | 5 | -9
CC(C)NC(=S)NNC(=O)C12CC3CC(CC(C3)C1)C2 | -2 | -6
CCOc1ccccc1Oc1coc2cc(OC)ccc2c1=O | -12 | -16
CCCC(=O)Nc1ccc(Cl)c(NC(=O)C(C)(C)C)c1 | 8 | -2
Cc1cccn2cc(CCNC(=O)c3ccco3)nc12 | 5 | 9
Fc1ccccc1N1CC(c2ccccc2)C(c2cccs2)=N1 (stereo not given) | -58 | -30
CS(=O)(=O)N1CCC(C(=O)Nc2ccccc2)CC1 | 7 | -2
COC(=O)c1cc(=O)n2c(-c3ccc(OC)cc3)csc2n1 | 14 | 9
N#Cc1cc(Oc2cccnc2)c(Oc2cccnc2)cc1C#N | 3 | -4
Cc1cc(C)n(-c2nc(-c3ccccc3)cs2)n1 | 5 | -9
c1ccc(-c2ccccc2-c2nc(-c3cccnc3)no2)cc1 | 6 | -2
CC(CC(=O)Nc1nncs1)c1ccccc1 (stereo not given) | 5 | 3
COC(=O)CN(C#N)c1nc(OC)nc(N(C)C)n1 | -4 | 7
O=C(NCc1ccc2c(c1)OCO2)c1cccc(C(=O)NCc2ccc3c(c2)OCO3)c1 | 1 | -2
CCc1cn([C@H]2C[C@H](O)[C@@H](CO)O2)c(=O)[nH]c1=O | 6 | -4
Cc1cccc(NC(=S)NNC(=S)NCc2ccccc2)c1 | 7 | 9
CCc1ccccc1NC(=O)C1NC(=O)CC1c1ccccc1 (stereo not given) | 9 | 3
CC(C)OC(=O)CSc1nnc(-c2ccco2)n1N | 6 | 8
CN(C)c1ccnc(N(Cc2ccccc2)Cc2ccccc2)c1C#N | 8 | -3
Cc1cccc(C)c1N1CC(=O)N(c2c(C)cccc2C)CC1=O | 7 | -6
Cc1cccc(-n2nc(C)cc2N)c1 | 5 | 8
Cc1cc(C)nc(Nc2n[nH]c(-c3cccc4ccccc34)n2)n1 | 3 | 36
Cc1nn(-c2ncc(C(F)(F)F)cc2Cl)c(=O)n1-c1ccccc1 | 7 | -6
CC(C)SCCCOc1ccc(C(C)(C)C)cc1 | 1 | -5
CCCCCCn1c(SCC(=O)c2c(N)n(C)c(=O)n(C)c2=O)nc2ccccc21 | 6 | -11

Profiles from above. Screens in order: FXIIa inh | FXIa inh
CCc1cn([C@H]2C[C@H](O)[C@@H](CO)O2)c(=O)[nH]c1=O is listed with 6 | -4
N#Cc1cc(Oc2cccnc2)c(Oc2cccnc2)cc1C#N is listed with 3 | -4

(more compounds)
SMILES | FXIIa inh | FXIa inh
CCOC(=O)[C@H](CCc1ccccc1)N[C@@H](C)C(=O)N1CCC[C@H]1C(=O)O | 7 | 7
CNC(=O)/C=C1\NC(C)(C)Cc2ccccc21 | 7 | -9
O=C(CSc1nnc(-c2ccccn2)n1Cc1ccco1)Nc1ccc2c(c1)OCO2 | 7 | 12
Cc1ccc(S(=O)(=O)NC(C)C(c2cccs2)N2CCN(C)CC2)cc1 (stereo not given) | -12 | 2
Cc1ccc(S(=O)(=O)N2CCN(Cc3cccc(C)c3O)CC2)cc1 | 5 | -1
COc1ccc(CNC(=O)Nc2cccc3ccccc23)cc1 | 6 | 3
O=C(Cc1noc2ccccc12)Nc1ccc2ccccc2c1 | 4 | -1
COC(=O)c1c(-c2cccnc2)csc1NC(=O)c1cc(C)on1 | 4 | -3
Cc1cc(NC(=O)CSc2ccc(-c3nc4cc(C)c(C)cc4[nH]3)cn2)no1 | 4 | -1
O=c1[nH]c2ccccc2n1CCC1CCCCC1 | 12 | 7
FC(F)(F)c1cc(-c2cccs2)nc(-n2cc(Br)cn2)n1 | 8 | -3
CSc1nc2nccc(-c3ccc(Oc4ccccc4)cc3)n2n1 | 5 | 1
CC(Sc1nc(N2CCOCC2)c2c(c1C#N)CC(C)(C)OC2)C(=O)Nc1ccccc1 (stereo not given) | 3 | 10
C=CCc1ccc(OCCCN2CCCC(C)C2)c(OC)c1 (stereo not given) | 5 | -6
CCC1CCCCN1c1cc(C)nc2cc(-c3cccc(C)c3)nn12 (stereo not given) | 7 | -10
O=C(CCS(=O)(=O)c1ccc(Br)cc1)N1CCN(c2ccccc2Cl)CC1 | 7 | -3
Cc1cccc(NC(=O)c2cc(N3C(=O)CCC3=O)ccc2Cl)n1 | 6 | 7
O=C(CSc1nnc(-c2ccc(O)cc2)n1Cc1ccco1)c1ccccc1 | 0 | -4
O=C(Nc1ccccc1C(F)(F)F)N1CCN(C(c2ccccc2)c2ccccc2)CC1 | 3 | -6
COC(=O)C(C(=O)OC)C(C)C(C(=O)OC)C(=O)OC | 10 | -5
CCOC(=O)N1CCN(C(=O)C(=O)Nc2ccc3nc4n(c(=O)c3c2)CCCCC4)CC1 | 6 | 1
COC(=O)c1nn(-c2ccccc2)ccc1=O | -10 | 19
O=C(Cn1c(-c2cncs2)nc2ccccc21)NCc1ccccc1 | 6 | -11
O=C(CSc1ncn[nH]1)Nc1ccc2c(c1)OCCO2 | 7 | -3
CCc1nnc(NC(=O)c2ccc(-c3ccccc3Cl)o2)s1 | 5 | 8

The list goes on:
SMILES | FXIIa inh | FXIa inh
Cc1nn(Cc2ccc(Cl)cc2Cl)c(C)c1NC(=O)c1nn(C)cc1Cl | 4 | 7
Cc1cc(C)cc(NC(=O)CSc2nc3ccncc3[nH]2)c1 | -22 | -12
COc1ccccc1N1CCN(C(=O)CC2NC3CCCCC3NC2=O)CC1 (stereo not given) | 3 | 0
CCc1c(C)nc2c(C#N)c(C)[nH]n2c1=O | 4 | 7
Cc1cc(C(=O)N(C)C)sc1-c1ccccc1 | 2 | -3
c1ccc(CSCCc2ccncc2)cc1 | 6 | 14
CCOC(=O)c1sc2nc(CC(=O)OC)nc(NCc3ccc(F)cc3)c2c1C | 0 | 0
CC(C)(C)OC(=O)N1CCC(C(=O)O)CC1 | 1 | 5
Cc1cc(Cl)ccc1OCC(=O)N1CCCCC1 | 2 | -3
CC(C)CCNC(=O)NC(=O)CSc1nnc(-c2ccccc2Br)o1 | 5 | 2
CCOC(=O)C1C(=O)C=C(c2ccc(NS(C)(=O)=O)cc2)CC1c1ccco1 (stereo not given) | -14 | 29
CCCCn1c(=O)c(-[n+]2ccccc2)c([O-])c2ccccc21 | 7 | -5
O=C1Nc2ccccc2N(O)N1c1cc(-c2ccccc2Cl)no1 | 4 | -3
O=c1[nH]c(=O)n([C@H]2C[C@H](O)[C@@H](CO)O2)cc1C(F)(F)F | 4 | 11
CN(CC(=O)Nn1cnnc1)S(=O)(=O)c1cc(Cl)ccc1Cl | -2 | -6
Cc1ccc2nc(NC(=O)COC(=O)c3ccco3)sc2c1 | 1 | 7
CCC(=O)c1cc2c(cc1NC(=O)c1ccccc1)OCCO2 | -5 | -5
CC1CN(C(=O)c2cnn3c(C(F)F)cc(-c4ccccc4)nc23)CC(C)O1 (stereo not given) | 2 | 0
CCOc1ccc(N(CC(=O)NC2CCCC2)C(=O)CCCC(=O)Nc2ccccn2)cc1 | 13 | -2
Cc1ccc(C(CCN)c2ccco2)cc1 (stereo not given) | 8 | 9
COc1ccccc1NC(=O)CSc1nc(O)c(Cc2ccccc2)c(=O)[nH]1 | 4 | -4
N#CC1(C#N)COC23CCCCC2C1(C#N)C(=N)O3 (stereo not given) | -15 | -13
COc1cccc(OC)c1C(=O)N1CCN(c2ccccn2)CC1 | 4 | -3
O=C(C1CCN(S(=O)(=O)c2cccnc2)CC1)N1CCN(c2cccc(Cl)c2)CC1 | 7 | 1
COc1ccc(-c2noc(CCC(=O)O)n2)cc1 | -3 | -1
Cc1cccc(C)c1NC1=NC(=S)N(c2ccccc2)C12CCOC(C)(C)C2 (stereo not given) | 6 | -13

Among those listed so far, these contain an NH in an aromatic ring.
SMILES | FXIIa inh | FXIa inh
CC(C)c1[nH]c(=O)c(C#N)c2c1COC(C)(C)C2 | -12 | 35
N#Cc1c2c(c[nH]c1=O)CCN2Cc1ccccc1 | 6 | -2
CCN(Cc1cc2ccccc2[nH]c1=O)C(=O)C(C)C | 12 | -1
C=CCn1c(-c2ccc3[nH]c(C)c(C)c3c2)n[nH]c1=S | 5 | -9
CCc1cn([C@H]2C[C@H](O)[C@@H](CO)O2)c(=O)[nH]c1=O | 6 | -4
Cc1cc(C)nc(Nc2n[nH]c(-c3cccc4ccccc34)n2)n1 | 3 | 36
Cc1cc(NC(=O)CSc2ccc(-c3nc4cc(C)c(C)cc4[nH]3)cn2)no1 | 4 | -1
O=c1[nH]c2ccccc2n1CCC1CCCCC1 | 12 | 7
O=C(CSc1ncn[nH]1)Nc1ccc2c(c1)OCCO2 | 7 | -3
Cc1cc(C)cc(NC(=O)CSc2nc3ccncc3[nH]2)c1 | -22 | -12
CCc1c(C)nc2c(C#N)c(C)[nH]n2c1=O | 4 | 7
O=c1[nH]c(=O)n([C@H]2C[C@H](O)[C@@H](CO)O2)cc1C(F)(F)F | 4 | 11
COc1ccccc1NC(=O)CSc1nc(O)c(Cc2ccccc2)c(=O)[nH]1 | 4 | -4

A portion of the library, so the mix of outcomes need not match the whole.
